PAX8 reporter: inhibitors of PAX8-driven TPO luciferase reporter, primary screen, RMG-I cells, single concentration | SteadyGlo, 24 h | inhibition, % at 12.6 µM | 360,000 tested, 1.2% active | AID 652154, 2013;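 active = mean replicate inhibition at least 60% with every replicate also reaching 60%; inconclusive = only one of the two criteria is met; inactive = mean below 60% and not all replicates reaching 60%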;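 also: luciferase light reporting Pax8 driven TPO promoter activity; plate controls were median of neutral control wells for no effect and mitoxantrone controls for full effect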
miR122 inh: miR-122 Renilla sensor signal increase in Huh7, primary screen, miR-122 inhibitor project, cell-based, single point, plate reader. Huh7 miR-122 Renilla luciferase sensor, 48 h; neutral wells = 0, positive control = 100. activation (reporter increase), % at 12.5 µM. 340,000 tested, 0.3% active. AID 602342, 2012;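 active = mean replicate activation score at least 90 and every replicate individually at or above 90; inconclusive = only one of the two criteria met; inactive = neither criterion met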;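 also: higher luciferase means less miR-122 activity so hits act as miR-122 inhibitors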
DENV2 CPE: inhibitors of DENV2 cytopathic effect, primary screen, cell-based, plate reader, single concentration; CPE inhibition, % at 9.99 µM; 350,000 tested, 1.7% active; DENV2-infected cells, cytopathic effect rescue; AID 651640, 2012; in the data active = CPE inhibition above about 20%, passing the limit was not always enough; inconclusive = no clear call, values can overlap the other calls; tested in BHK-21 cells;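 also: 0% = median of neutral control wells and 100% = median of positive control wells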
CFTR F508del cor: F508del CFTR correction, initial screen, CFBE line, single point; CFBE cells, YFP halide quenching; stimulated with forskolin plus potentiator P3; % fluorescence drop versus neutral controls; activity (quench increase), % at 7.58 µM; 350,000 tested, 0.36% active; AID 720511, 2013;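 active = mean added fluorescence quench of at least 8% versus neutral control, with both replicates also reaching 8%; inconclusive = only one of the mean or replicate conditions met; inactive = mean below 8% and not both replicates reaching 8%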;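 also: cells transiently co-express mutant CFTR-F508del with the halide-sensitive YFP; corrector assay measuring rescue of mutant channel to the surface after 24 h compound exposure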
FN deposition inh: inhibitors of fibronectin matrix deposition, primary screen, AH1F cells, Alexa488-fibronectin fluorescence, plate reader. inhibition, % at 12.6 µM. AH1F fibroblasts, overnight. 350,000 tested, 0.086% active. AID 743247, 2014;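 active = mean inhibition across replicates of 30% or more, regardless of how many single replicates reach that level; inconclusive = mean under 30% yet at least half of replicates reach 30%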;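 also: positive control wells lacked labelled fibronectin entirely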
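Material: AH1F fibroblast monolayer depositing Alexa488-labelled fibronectin into matrix | Input: 10000 AH1F cells/well | Medium: DMEM plus 2% serum, read in PBS | Reagent: Alexa488-fibronectin, 24 nM final in well | Compound dosing: One dose per compound, pinned | Schedule: 1 h adhesion, overnight exposure | Measured by: Fluorescence at 485 nm excitation, 525 nm emission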
EWS-Fli inh: EWS/Fli-driven NR0B1 reporter inhibitors, primary screen, A673 cells, NR0B1 luciferase, luminescence, MLPCN library; viability-normalised; inhibition, % at 12.6 µM; 350,000 tested, 0.67% active;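 active = mean inhibition of at least 50% after viability correction, with every replicate also passing that limit; inconclusive = mean reaches 50% but only one of two replicates passes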;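 also: firefly luciferase signal divided by Alamar Blue viability fluorescence both relative to DMSO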
GSIS activator: GLuc luminescence reporter in INS-1E cells, primary screen for activators of glucose-dependent secretion of insulin. INS-1E GLuc reporter insulin secretion, 2-3 h. activation, % at 16.6 µM. 370,000 tested, 0.61% active;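 active = lowest replicate activation of at least 40%, so every replicate reaches that level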;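 also: 0% = median of neutral control wells and 100% = median of IBMX positive control wells; some compounds called inactive have numbers as strong as hits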
Starred values were filed as active, the others as inactive; ? = inconclusive; nt = not tested or not shown; & = joins results of further samples; [ ] = remark or other dose.

The line under a structure holds: PAX8 reporter | miR122 inh | DENV2 CPE | CFTR F508del cor | FN deposition inh | EWS-Fli inh | GSIS activator
1) COc1ccccc1NC(=O)C/C(C)=N/NC(=O)C12CC3CC(CC(C3)C1)C2
 : 12.4 | 5.2 | -1.6 | 3.2 | -8.2 | -2.8 | 1.1
2) CCCNC(=O)N(C)C[C@@H]1Oc2ncc(C#CC(C)C)cc2C(=O)N([C@H](C)CO)C[C@@H]1C
 : -3.1 | -3.9[16.7 µM] | -5.0 | 0.1 | -19.4 | -6.8 | -7.3
3) CC(C)(C)c1ccc(OCCNC(=O)Cc2ccc(F)cc2)cc1
 : 1.3 | nt | 2.0 | nt | -2.7 | -0.3 | -50.9
4) Cc1cccc(S(=O)(=O)N(C)C[C@H]2OCc3cnnn3CCCC(=O)N([C@H](C)CO)C[C@H]2C)c1
 : -17.9&11.2 | -3.2 | ? | -1.3&1.6&-2.5 | -11.7&7.1 | -0.9&-3.8&-2.3 | 1.9&5.4
5) COc1cc(-c2ccccc2)nc(N)n1
 : nt | 5.6 | 4.1 | -2.8 | nt | -52.9 | 9.8
6) O=C(NC(=S)NCCN1CCOCC1)c1ccc(Cl)cc1
 : -28.1 | -9.7 | 0.6 | -2.1 | 12.3 | -9.6 | 14.6
7) C[C@H](CO)N1C[C@H](C)[C@@H](CN(C)S(=O)(=O)c2ccc(F)cc2)OCCCC[C@H](C)Oc2ccc(NC(=O)c3ccncc3)cc2C1=O
 : nt | 7.0[16.7 µM] | -0.8 | 1.9 | 9.4 | 3.3 | -6.5
8) CCOc1ccccc1NC(=O)c1nnn(CC(=O)Nc2cc(C)cc(C)c2)c1N
 : -3.1 | -5.2 | 8.1 | 1.6 | 1.6 | nt | 6.8
9) COc1cc(OC)cc(C(=O)NCCn2ccc3ccccc32)c1
 : nt | -1.0 | -0.1 | 2.2 | 6.4 | -12.4 | nt
10) Cc1ccc(C)c(N(CC(=O)N2CCCC2)S(C)(=O)=O)c1
 : -6.1 | -0.1 | -2.9 | -1.4 | 0.3 | 4.6 | 10.0
11) Cc1cccc(N(CC(=O)NC2CCCC2)C(=O)CNC(=O)c2ccco2)c1C
 : -13.2 | 4.2 | -4.7 | 0.5 | -2.6 | -11.8 | 4.4
12) Cn1c(=O)[nH]c(=O)c2c1nc(N1CCN(CCO)CC1)n2Cc1ccccc1Cl
 : 14.8 | -0.2 | -0.3 | -0.3 | 1.0 | -1.5 | 7.1
13) COc1cccc(/C=N\NC(C)=O)c1OC/C=C/c1ccccc1
 : -12.5 | 0.0 | -2.6 | 0.2 | -4.6 | -8.7 | 61.9
14) c1ccc(COc2ccccc2CNC2CCCC2)cc1
 : -5.9 | nt | 3.1 | 1.5 | 3.6 | 4.2 | 15.1
15) COc1ccc(CCNC(=O)CN2CCN(Cc3ccc(F)cc3)C2=O)cc1OC
 : 12.7 | -0.5 | 2.3 | 3.3 | 11.5 | 1.6 | 6.5
16) O=S(=O)(c1ccc(F)cc1)N1C[C@@H]2[C@H](c3ccccc31)[C@@H](CO)N2Cc1ccc2c(c1)OCO2
 : 19.5 | -7.1[16.7 µM] | 3.2 | 1.4 | nt | 19.9 | -0.9
17) C/C(=N/NC(=O)CNC(=O)COc1cccc(C)c1)c1ccc(Cl)cc1
 : 11.8 | 3.3 | 12.5 | 0.6 | 14.8 | 2.2 | 5.5
18) Cc1ccc(S(=O)(=O)N(C)C[C@@H]2OCCCC[C@@H](C)Oc3ccc(NC(=O)NC4CCCCC4)cc3C(=O)N([C@@H](C)CO)C[C@H]2C)cc1
 : 12.1 | -9.6[16.7 µM] | -3.1 | 2.1 | -18.5 | -1.3 | 25.2
19) Cc1cc(C(=O)CSc2n[nH]c(N)n2)c(C)n1-c1ccccc1
 : nt | 18.4 | nt | nt | 1.2 | nt | -6.4
20) COc1ccccc1C(=O)Nc1nnc([C@@H]2C[C@H](O)[C@@H](CO)O2)s1
 : -18.7 | -6.4 | ? | 2.6 | nt | -2.9 | nt
21) O=C(CSc1nnc(N2CCOCC2)n1-c1cccc(F)c1)N1CCN(c2ccccn2)CC1
 : 4.9 | -2.9 | 11.0 | 1.1 | 7.2 | -4.3 | -2.6
22) CCOC(=O)C1(CC2CCCCO2)CCN(Cc2cn[nH]c2-c2cccc(F)c2)CC1 (configuration not stated)
 : 8.1 | -4.0 | -0.4 | -2.6 | -9.6 | 7.0 | -0.8
23) CC(=O)Nc1ccc(SCC(=O)Nc2ccc(Cl)cn2)cc1
 : 0.4 | -1.3 | 6.8 | -1.5 | nt | -14.9 | 4.4
24) c1ccc(-c2ccccc2OCCOCCN2CCCCC2)cc1
 : -9.4 | -0.2 | nt | nt | 1.2 | nt | 21.4
25) CO[C@H]1CN(C)C(=O)c2ccc(NS(C)(=O)=O)cc2OC[C@H](C)N(C(=O)CC2CC2)C[C@H]1C
 : nt | -4.3[16.7 µM] | -1.1 | -4.1 | -5.7 | 3.3 | 4.3
26) Cc1ccc2[nH]c3c(Cl)ncnc3c2c1
 : -14.2 | -2.3 | 6.1 | 0.4 | 3.3 | -16.0 | -15.7
27) C[C@@H]1CCCCO[C@H](CN(C)S(=O)(=O)c2ccc(Cl)cc2)[C@H](C)CN([C@@H](C)CO)C(=O)c2cc(NS(C)(=O)=O)ccc2O1
 : -7.8 | 5.0[16.7 µM] | 1.4 | 2.2 | nt | -5.8 | -1.3
28) CCOC(=O)C1(Cc2cccc(Cl)c2)CCCN(C(=O)C(C)(C)C)C1 (configuration not stated)
 : -15.5 | -6.0 | -1.7 | 3.2 | 3.0 | -48.1 | 8.3
29) C/C(CC(=O)NC1CCCCCC1)=N\NC(=O)c1cnccn1
 : 5.9 | nt | -14.4 | nt | 2.5 | -0.3 | -8.9
30) Cc1ccc(C(C(=O)NCC2CCCO2)N(C(=O)c2snc(C(N)=O)c2N)c2ccc(C)c(C)c2)o1 (configuration not stated)
 : 11.0 | 0.8 | -5.2 | -0.5 | -2.7 | -10.2 | 3.5
31) Cc1noc(C)c1NC(=O)N(C)C[C@@H]1OCCCC[C@@H](C)Oc2ccc(NS(=O)(=O)c3ccc(F)cc3)cc2C(=O)N([C@H](C)CO)C[C@H]1C
 : -21.3 | 1.4[16.7 µM] | -1.4 | -0.3 | 0.7 | 1.0 | 0.8
32) O=C(O)c1ccc(O)c(O)c1
 : nt | 2.9 | 5.7 | -5.0 | nt | -6.4 | 5.8
33) Cn1ncn2c(=O)c3c(nc12)-c1ccccc1CC31CCCC1
 : 50.5 | 4.0 | 17.8 | -0.5 | 8.2 | 12.8 | 0.8
34) CC(C)(C)N(Cc1cc2ccccc2[nH]c1=O)C(=O)c1ccco1
 : 1.0 | 2.0 | -0.1 | -0.3 | 6.7 | 1.5 | 5.6
35) CC(C)NC(=O)N(C)C[C@@H]1Oc2ccc(NC(=O)C3CCCCC3)cc2C(=O)N([C@H](C)CO)C[C@@H]1C
 : 2.8 | 17.8[16.7 µM] | -11.4 | 0.0 | nt | -14.3 | 10.3
36) O=C(Nc1cccc(S(=O)(=O)NC2=NCCC2)c1)c1ccccc1
 : -17.1 | 5.9 | -6.6 | 2.7 | -1.6 | -9.5 | 8.6
37) C[C@@H]1CN([C@H](C)CO)C(=O)c2cc(C#Cc3cccc(F)c3)cnc2O[C@H]1CN(C)Cc1ccccn1
 : nt | -1.8[16.7 µM] | 3.7 | 6.3 | -7.5 | 6.4 | 2.9
38) COc1cccc(NC(=O)Nc2ccc(Br)cn2)c1
 : -148.4 | 4.6 | 3.1 | 2.9 | 15.7 | -67.6 | 4.3
39) CNC[C@H]1OCCCC[C@H](C)Oc2ccc(NC(=O)Nc3ccc(F)cc3)cc2C(=O)N([C@H](C)CO)C[C@@H]1C
 : -11.3 | -2.0[16.7 µM] | -4.9 | -2.6 | nt | -5.8 | 11.5
40) O=C1NC[C@@H](CCCCN2C[C@H](Cc3ccccc3)N(Cc3ccccc3)C(=O)C2=O)N(CC2CCCCC2)C1=O
 : -13.3 | nt | -7.7 | 3.3 | -0.6 | -3.4 | -26.9
41) Cc1ccccc1C(=O)N/N=C1/SCC(=O)N1Cc1ccccc1
 : -2.0 | nt | 3.6 | -0.8 | -0.2 | 9.1 | 6.6
42) C=CCOc1ccc2c(CC)cc(=O)oc2c1C
 : -3.7 | 27.7 | nt | nt | -2.7 | 9.1 | 19.5
43) CCCS(=O)(=O)NC(=O)C1(C)CCCN(C(=O)c2ccncc2)C1 (configuration not stated)
 : -1.4 | -5.9 | 3.1 | -0.3 | 5.2 | -8.9 | 2.1
44) Cc1ccc(S(=O)(=O)N[C@H]2CC[C@@H](CC(=O)NCc3ccc(Cl)c(Cl)c3)O[C@@H]2CO)cc1
 : 17.3 | nt | 5.9 | -0.4 | nt | -1.0 | 3.8
45) C[C@H](CO)N1C[C@H](C)[C@@H](CN(C)Cc2ccncc2)OCc2ccccc2-c2ccccc2C1=O
 : 2.4 | nt | -2.5 | 0.6 | -5.8 | -0.5 | -0.3
46) Cc1oc2cc3oc(=O)c(CCC(=O)NCCCC(=O)O)c(C)c3cc2c1C
 : 4.8 | 3.5 | -3.5 | -1.4 | 10.1 | 8.6 | 7.7
47) Cc1ccccc1OCCCN1CCOCC1
 : -18.7 | 1.5 | ? | 3.7 | -5.3 | -2.7 | -6.4
48) Oc1ccc(Nc2ncnc3c2oc2ccccc23)cc1
 : -31.2 | -6.5 | 5.5 | 5.5 | -0.4 | -18.7 | 19.8
49) O=C(Cc1cccs1)N1CCN(C(=O)C2CCCO2)CC1 (configuration not stated)
 : nt | -9.5 | nt | nt | 1.7 | nt | 10.0
50) C[C@H](CO)N1C[C@H](C)[C@@H](CN(C)C(=O)Nc2ccc(C(F)(F)F)cc2)Oc2ccc(NC(=O)Nc3ccc4c(c3)OCO4)cc2CC1=O
 : -3.9 | -1.8[16.7 µM] | -4.7 | -4.7 | nt | 3.9 | -6.4
51) COc1ccc(N(C)S(=O)(=O)c2cccc(C(=O)NCC3CCCCC3)c2)cc1
 : 14.9 | nt | -6.1 | 8.7* | nt | 4.5 | -40.4
52) CCN(C(=O)CSc1ccc(S(=O)(=O)N2CCOCC2)cn1)c1ccccc1
 : -8.2 | 7.5 | -10.5 | 2.2 | 1.3 | 10.7 | 0.7
53) Cc1[nH]nc2c1C(c1cc(Br)cs1)C(C#N)=C(N)O2 (configuration not stated)
 : 10.4 | nt | -7.3 | nt | -9.8 | 19.0 | -23.9
54) CCCCCc1c(-c2ccccc2F)ncn1CCc1ccccc1OC
 : 21.6 | nt | -8.2 | 0.2 | 1.3 | 24.4 | 19.6
55) O=C(CN1CCOCC1)N1CC2(C1)[C@H](c1ccccc1)[C@@H](CO)N2Cc1ccccc1
 : nt | nt | 4.5 | -3.5 | -6.3 | 7.5 | 0.8
56) O=C(C1CCC1)N1CCCCN2[C@H](CO)[C@@H](c3ccc(C#CC4CCCC4)cc3)[C@H]2C1
 : 1.9 | -25.3[16.7 µM] | 8.5 | 4.3 | nt | -3.5 | nt
57) c1ccc(CCNc2ncnc3ccccc23)cc1
 : -138.4 | nt | -0.4 | 6.0 | 9.7 | -8.0 | -26.6
58) Cc1ccc(C(C(=O)NC2CCCC2)N(Cc2ccc3c(c2)OCO3)C(=O)c2snc(C(N)=O)c2N)cc1 (configuration not stated)
 : 23.1 | 8.6 | -1.8 | -0.6 | -15.5 | 12.4 | -13.4
59) CN(C(=O)c1cc([N+](=O)[O-])ccc1NCc1cccnc1)c1ccccc1
 : 36.1 | nt | -1.1 | 0.5 | -2.0 | 3.9 | 6.9

Source: PubChem BioAssay (Broad Institute)
